Jurkat NFkB inh – inhibitors of induced NF-kB luciferase reporter, primary screen, TCR NF-kB activation inhibitor project, cell-based, luminescence, uHTS | Jurkat, PMA/ionomycin-induced NF-kB luciferase reporter | inhibition, % at 4 µM | actives 0.53% (n = 330,000) | AID 435003, 2010; in the data active = inhibition above about 50%
UPR CHOP act – activators of apoptotic CHOP UPR arm, primary screen, cell-based, CHO-CHOP luciferase reporter, luminescence, uHTS; activation, % at 10 µM; UPR activation; percent of tunicamycin response over DMSO baseline; AID 449763, 2010; actives 0.34% (n = 330,000);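 active = at 10 µM dose, activation of 40% or more, normalized to positive control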;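 also: 100% = tunicamycin at 10 µg/mL and 0% = DMSO alone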
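measured by = luciferase luminescence | assay system = CHO-CHOP cells, stable luciferase reporter of PERK-eIF2a-CHOP signalling | amount = 500 reporter cells seeded per well | timing = 6 h compound exposure at 37 °C after overnight seeding | controls = positive tunicamycin 10 µg/mL, negative DMSO alone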
CXCR6 block – CXCR6 receptor inhibitors, primary screen, cell-based, beta-arrestin, luminescence, CHO-K1 PathHunter, 1536-well; C-X-C chemokine receptor type 6 (Homo sapiens), O00574; inhibition, % at 20 µM; actives 0.36% (n = 360,000); in the data active = inhibition above about 34%, passing the limit was not always enough;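 also: antagonist mode with CXCL16 agonist at 10 nM final; 0% = 10 nM CXCL16 with DMSO and 100% = unstimulated wells without agonist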
Target sequence (O00574 whole entry, looked up): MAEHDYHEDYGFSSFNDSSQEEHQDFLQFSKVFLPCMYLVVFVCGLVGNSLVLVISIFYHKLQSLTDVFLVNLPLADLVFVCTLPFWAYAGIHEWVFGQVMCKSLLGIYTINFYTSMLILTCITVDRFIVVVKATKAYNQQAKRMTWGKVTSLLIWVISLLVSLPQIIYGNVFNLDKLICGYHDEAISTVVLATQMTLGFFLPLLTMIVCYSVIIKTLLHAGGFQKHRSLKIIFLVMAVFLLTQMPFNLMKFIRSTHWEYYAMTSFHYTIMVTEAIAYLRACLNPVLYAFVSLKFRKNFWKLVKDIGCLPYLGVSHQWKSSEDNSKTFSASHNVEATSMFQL
CCR6 antagonist – CCR6 receptor antagonists, primary screen, cell-based, CHO-K1, luminescence, beta-arrestin, uHTS; inhibition, % at 20 µM; AID 493098, 2011; CHO-K1 CCR6 PathHunter beta-arrestin, CCL20-stimulated; actives 0.49% (n = 340,000);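 active = compounds whose inhibition of the agonist-driven luminescence signal at 20 µM reaches about 50%, limit read from the data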;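 also: cells stimulated with CCL20 at 14 nM final; plate controls were DMSO with CCL20 for no effect and DMSO without agonist for full effect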
Target sequence (P51684 whole entry, looked up): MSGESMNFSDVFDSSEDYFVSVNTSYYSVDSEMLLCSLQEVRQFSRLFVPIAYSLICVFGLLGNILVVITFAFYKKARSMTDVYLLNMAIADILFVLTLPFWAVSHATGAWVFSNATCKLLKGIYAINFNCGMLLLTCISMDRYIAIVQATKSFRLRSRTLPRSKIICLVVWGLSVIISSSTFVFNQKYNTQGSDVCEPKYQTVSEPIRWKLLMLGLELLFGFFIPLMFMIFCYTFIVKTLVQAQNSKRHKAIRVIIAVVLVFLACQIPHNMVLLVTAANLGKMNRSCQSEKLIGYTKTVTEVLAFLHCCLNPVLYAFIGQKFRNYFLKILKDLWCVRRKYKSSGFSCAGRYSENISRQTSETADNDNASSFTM
EBI2 block – EBI2 receptor antagonists, beta-arrestin recruitment, primary screen, cell-based, luminescence, 7a,25-OHC stimulation, uHTS. actives 0.81% (n = 360,000). 7a,25-OHC stimulated. inhibition, % at 5 µM. AID 651636, 2012. G-protein coupled receptor 183 (Homo sapiens), P32249; in the data active = inhibition above about 38%;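 also: enzyme fragment complementation signal reports receptor beta-arrestin coupling in cells; 0% = agonist plus DMSO wells and 100% = wells without agonist; some results beyond the cut were filed as inactive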
Target sequence (P32249 whole entry, looked up, the tested form may be a part): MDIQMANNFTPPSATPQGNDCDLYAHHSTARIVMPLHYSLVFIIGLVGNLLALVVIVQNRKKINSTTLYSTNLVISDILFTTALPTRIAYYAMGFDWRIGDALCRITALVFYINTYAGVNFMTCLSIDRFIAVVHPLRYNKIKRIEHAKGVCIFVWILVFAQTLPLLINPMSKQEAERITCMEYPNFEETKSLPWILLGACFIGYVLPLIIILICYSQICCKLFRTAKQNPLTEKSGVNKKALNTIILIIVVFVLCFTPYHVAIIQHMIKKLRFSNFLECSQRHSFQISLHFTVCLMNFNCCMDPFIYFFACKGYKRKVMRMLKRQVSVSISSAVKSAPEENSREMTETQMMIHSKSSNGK
697 NFkB inh – inhibitors of PMA/ionomycin-induced NF-kB reporter, 697 cells, primary screen, B-cell NF-kB inhibitor project, cell-based, luminescence, uHTS; AID 435022, 2010; inhibition, % at 4 µM; 697 B-cell NF-kB luciferase reporter, 16 h; actives 0.33% (n = 330,000); in the data active = inhibition above about 35%
UPR XBP1 act – activators of adaptive XBP1 UPR arm, primary screen, cell-based, CHO-XBP1 luciferase reporter, luminescence, uHTS; IRE1-XBP1 UPR activation; percent of tunicamycin response, DMSO as zero; activation, % at 20 µM; actives 0.33% (n = 330,000); AID 463104, 2010;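 active = versus positive control, 20 µM dose yields 30% or more activation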;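 also: 100% = tunicamycin at 10 µg/mL and 0% = DMSO only wells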
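Assay system: IRE1-XBP1 luciferase reporter CHO line. Input: 1000 cells/well. Buffer or medium: F12 with 10% serum. Doses: 20 µM, 1% DMSO. Times: overnight seeding at 37 °C, 6 h compound treatment at 37 °C. Technique: Steady-Glo luciferase glow luminescence, 10 min after reagent addition.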
Mdm2 MdmX PPI – inhibitors of human Mdm2-MdmX association, primary screen, cell-based, luminescence, split luciferase, SaOS-2, uHTS; SaOS-2 split-luciferase Mdm2/MdmX complementation; inhibition, % at 8 µM; actives 3% (n = 330,000); AID 485346, 2010;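 active = inhibition of at least 50% at 8 µM in the primary screen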
Gli-Sufu antag – Gli-Sufu pathway antagonists, primary screen, luciferase luminescence, Sufu-KO-LIGHT cells, uHTS | Sufu-KO-LIGHT fibroblasts, Gli luciferase reporter luminescence | AID 588413, 2011 | actives 0.74% (n = 340,000) | inhibition, % at 5 µM;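 active = inhibition above about 55%, limit read from the data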;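 also: 0% = DMSO-treated cells and 100% = wells with medium but no cells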
The depositor's hits bear a star; x = not tested or not shown. Rows are unselected. About 5% of those tested had a hit in this group.

SMILES | Jurkat NFkB inh | UPR CHOP act | CXCR6 block | CCR6 antagonist | EBI2 block | 697 NFkB inh | UPR XBP1 act | Mdm2 MdmX PPI | Gli-Sufu antag
CCC(CO)Oc1cc(NCc2ccccc2OC)c2ncn(C(C)C)c2c1 (stereo unspecified) | -7 | -1.3 | -20 | 7 | -17 | -9 | -1 | 3 | 4
O=c1cc(-c2ccc(O)c(O)c2)oc2cc(O)c(C3OC(CO)C(O)C(O)C3O)c(O)c12 (stereo unspecified) | 5 | 0.0 | -6 | 22 | -2 | 9 | -2 | -3 | 0
Cc1cc(Cl)ccc1OCCCC(=O)NCc1ccncc1 | -7 | 0.5 | -4 | -2 | -9 | -3 | -3 | 18 | -2
N#Cc1cc([N+](=O)[O-])ccc1NC(=O)COC(=O)CN1C(=O)C2CCCCC2C1=O (stereo unspecified) | 2 | -1.3 | -4 | 10 | 1 | 15 | -4 | 10 | 0
CC(=O)N/C(=C/c1ccccc1)C(=O)NC(Cc1ccccc1)C(=O)O (stereo unspecified) | 0 | -0.4 | -11 | -1 | -3 | 9 | 1 | 5 | 8
COc1ccc(C(=O)COc2ccc(C)cc2NC(C)=O)cc1 | -130 | 6.2 | 0 | 12 | 3 | -111 | 1 | -75 | -81
O=C(Nc1ccccc1Cc1ccccc1)c1ccccc1NS(=O)(=O)c1ccc(Cl)s1 | 12 | 5.7 | -10 | 4 | -10 | 2 | 0 | 93* | 59*
Cc1sc2nc(CC(N)=O)[nH]c(=O)c2c1-c1ccccc1 | 4 | 0.8 | -4 | -3 | -5 | 17 | 0 | -7 | 6
CC(C)(C)c1cc(NC(=O)CSc2nnc(N)s2)n(-c2ccccc2)n1 | 7 | -0.9 | 0 | -15 | -10 | 5 | -2 | 18 | 0
CCOC(=O)c1coc(CNC(=O)c2c(C)oc3c2CCCC3)c1 | 15 | -0.4 | -4 | 20 | 4 | -9 | -1 | 7 | -9
Cc1noc(C)c1CSCC(=O)N(C)CC(=O)Nc1cccc(F)c1 | 11 | -0.4 | 8 | 3 | 9 | 0 | 4 | -17 | 4
Cc1ccc(NCN2C(=O)C3C4C=CC(C4)C3C2=O)cc1 (stereo unspecified) | -3 | -2.1 | -8 | -3 | -12 | -4 | -2 | 8 | -3

The final 2 entries of the part before lead into the next:
SMILES | Jurkat NFkB inh | UPR CHOP act | CXCR6 block | CCR6 antagonist | EBI2 block | 697 NFkB inh | UPR XBP1 act | Mdm2 MdmX PPI | Gli-Sufu antag
Cc1noc(C)c1CSCC(=O)N(C)CC(=O)Nc1cccc(F)c1 | 11 | -0.4 | 8 | 3 | 9 | 0 | 4 | -17 | 4
Cc1ccc(NCN2C(=O)C3C4C=CC(C4)C3C2=O)cc1 (stereo unspecified) | -3 | -2.1 | -8 | -3 | -12 | -4 | -2 | 8 | -3
O=C(NC(=S)Nc1cccc(NC(=O)c2ccc(Cl)cc2Cl)c1)c1cccs1 | 9 | 4.5 | 17 | 35 | 20 | -12 | -3 | 15 | 29
CC1CCN(C(c2ccc(N(C)C)cc2)c2nnnn2Cc2ccc(F)cc2)CC1 (stereo unspecified) | -17 | -0.7 | -3 | 17 | -7 | -4 | 0 | -13 | -15
c1ccc(-c2cn3c(n2)-c2ccccc2C3)cc1 | -160 | -3.3 | -6 | 13 | 7 | -222 | -3 | -111 | -104
Cn1ncc2c(NCc3cccc(C(F)(F)F)c3)c(C(=O)O)cnc21 | 2 | 1.7 | x | x | x | 3 | 3 | -1 | x
Cc1ccc(/C=C2/NC(=O)N(Cc3ccccc3F)C2=O)s1 | 1 | -0.1 | 4 | 12 | -18 | 12 | -2 | 10 | -16
Cc1nc2ccc(S(=O)(=O)NC(C(=O)NC3CCCC3)C(C)C)cc2s1 (stereo unspecified) | -4 | -1.6 | -6 | 3 | 1 | 11 | -3 | -7 | 3
COc1cccc(CCNC(=O)C2CCC(=O)N(C3CC3)C2)c1OC (stereo unspecified) | -6 | 2.2 | -1 | 8 | -5 | 8 | -3 | 11 | 3
CCCCNC(=S)N(C)/N=C/c1c(C)[nH]c2ccccc12 | -6 | 2.8 | 0 | -4 | 9 | -22 | -1 | 5 | 31
O=C(CC1C(=O)NCCN1Cc1ccc(-c2ccccc2)cc1)NC1CCC1 (stereo unspecified) | -31 | -0.3 | 9 | 3 | -6 | -18 | 4 | 9 | -6
O=C1NC2(CCCCC2)C(=O)N1CCS(=O)(=O)Oc1ccccc1 | -7 | -2.1 | -5 | 5 | -1 | -19 | 0 | 19 | 1
CC(/C=N/NC(=O)Cc1cc(=O)[nH][nH]1)=C\c1ccccc1 | 0 | -1.0 | 5 | -8 | -3 | 35 | -2 | 21 | 10
O=CNNC(=O)c1cccc([N+](=O)[O-])c1 | 3 | -2.0 | -10 | 3 | -6 | 9 | -1 | 0 | -5
C[C@H](O)[C@@H]1C(=O)N2CCc3ccc(N4CCOCC4)cc3[C@@H]2C[C@@H]1N(C)C(=O)C(C)(C)C | x | x | -14 | 6 | -11 | x | x | x | -6
c1ccc(-n2c(-c3ccncc3)nnc2-c2cccs2)cc1 | -4 | -1.2 | 0 | -8 | -8 | 0 | -3 | 1 | 5
CC1CC2(CCCC2)N(C(=O)N(C)C)c2ccc(F)cc21 (stereo unspecified) | -8 | -1.3 | -1 | 17 | 34 | 6 | 5 | -4 | 6
COc1ccc(-n2cc([N+](=O)[O-])c(=O)c3ccc(Cl)cc32)cc1 | 9 | 0.4 | -2 | 14 | -9 | 12 | -1 | 25 | 2
CC(=O)Nc1ccc(S(=O)(=O)NCCCc2ccccc2)cc1 | -2 | 1.7 | -1 | 1 | 3 | -1 | -2 | 28 | -2
O=C(COc1ccc(F)cc1Br)NCCCN1CCCC1=O | -1 | -0.9 | -1 | 10 | 11 | 15 | 0 | 16 | -1
c1ccc(CN2CCN(C(c3ccccc3)c3ccccc3)CC2)cc1 | -7 | 0.9 | -2 | 8 | 0 | 7 | -3 | 25 | 30
CCOCC(=O)Nc1cccc(Br)c1 | 18 | -4.4 | 11 | 12 | 13 | 7 | 0 | 25 | -16
O=C(/C=C/c1ccc(OCCCF)cc1)Nc1ccnc(-c2ccncc2)n1 | 20 | -4.3 | -7 | -18 | 7 | -13 | -6 | 62* | -11
Cc1ccc(S(=O)(=O)c2cnc(-c3ccccc3)nc2N2CCCCC2)cc1 | 6 | 1.5 | 3 | 13 | 14 | 7 | -3 | 39 | -3
O=C(Nc1ccccc1-c1ccccc1)NC1CCN(C(=O)N2CCOCC2)CC1 | -5 | 0.8 | 0 | 3 | -4 | -6 | 1 | -7 | 0
O=C(NC(Cc1ccccc1)C(=O)O)/C(=C/c1cccc([N+](=O)[O-])c1)NC(=O)c1cccc(Br)c1 (stereo unspecified) | 1 | -1.9 | 1 | -2 | 3 | 7 | -2 | 0 | -13
COc1ccc(-n2c(SC(C)C(=O)N3CCOCC3)nc3ccccc3c2=O)cc1 (stereo unspecified) | 10 | 2.7 | 4 | 12 | 3 | 0 | -5 | 14 | 2
O=C(Cc1ccccc1)NCCN1CCCC1 | -3 | 1.2 | 0 | 8 | -10 | -22 | 0 | -9 | -2
CCOC(=O)C1=C(C)Nc2ccc(C)cc2S1 | -8 | 2.2 | 11 | 22 | 11 | -48 | 1 | -23 | -15
CCOc1ccccc1NC(=O)CN(c1ccc(OC)cc1)S(=O)(=O)c1c(C)[nH]c(=O)[nH]c1=O | -6 | -0.7 | 0 | -6 | 0 | -2 | -2 | 11 | -20
CCOc1cc(C(=O)NC2CCCCCCC2)cc(OCC)c1OCC | 5 | 1.0 | -6 | -7 | 9 | 23 | 0 | 17 | 2
Cc1ccc(-c2n[nH]c(=O)c3ccccc23)cc1N | 11 | 0.4 | 6 | -9 | -5 | -9 | 4 | 30 | -15
Cc1cc(NC(=O)NCc2ccco2)ccc1NC(=O)NCc1ccco1 | x | x | -4 | 5 | -19 | x | x | x | 3
Cn1c(-c2ccc3c(c2)OCO3)c(C(=O)O)c(=O)c2ccccc21 | 0 | -0.3 | -12 | 4 | -6 | -17 | 2 | 25 | 4
CCN(C(=O)COC(=O)CNS(=O)(=O)c1ccccc1)c1ccccc1 | 10 | 1.8 | 8 | 11 | -7 | 6 | -2 | 12 | -4
CCCCn1c(N)c(N(CCOC)C(=O)c2oc3ccc(OCC)cc3c2C)c(=O)[nH]c1=O | -3 | 0.2 | 11 | 6 | -15 | -10 | 1 | -6 | -1
Cn1c(SCc2ccc3c(c2)OCO3)nnc1-c1ccccc1 | -4 | 2.2 | 4 | 0 | 7 | -15 | 0 | 3 | -6
Nc1nc(OCc2ccccc2)c2[nH]cnc2n1 | -7 | 2.1 | -3 | -5 | -2 | 9 | -5 | 38 | 19

4 entries out of the list above, ordered by their value in 697 NFkB inh, lowest first.
Compound,697 NFkB inh
Cn1c(SCc2ccc3c(c2)OCO3)nnc1-c1ccccc1,-15
Cc1ccc(-c2n[nH]c(=O)c3ccccc23)cc1N,-9
COc1ccc(-n2c(SC(C)C(=O)N3CCOCC3)nc3ccccc3c2=O)cc1 (stereo unspecified),0
CCN(C(=O)COC(=O)CNS(=O)(=O)c1ccccc1)c1ccccc1,6

Next part.
SMILES | Jurkat NFkB inh | UPR CHOP act | CXCR6 block | CCR6 antagonist | EBI2 block | 697 NFkB inh | UPR XBP1 act | Mdm2 MdmX PPI | Gli-Sufu antag
Cc1nn(-c2ccccc2)c(N)c1C1(O)C(=O)N(C(C)C)c2ccccc21 (stereo unspecified) | -13 | 0.1 | 1 | 3 | -3 | -22 | 1 | 14 | 18
CCOC(=O)c1nc(Nc2ccc(C(C)=O)cc2)c2ccccc2n1 | -5 | 0.5 | 2 | 5 | 10 | 3 | 2 | 4 | 4
CSc1nc2ccc(NC(=O)c3c(F)cccc3F)cc2s1 | -94 | 3.8 | 2 | 9 | 5 | -75 | 4 | -79 | -73
CCCc1nnc(SCC(=O)N2CCCC(C)C2)n1CCOC (stereo unspecified) | 2 | 1.3 | -9 | 13 | -14 | -2 | -5 | -8 | 4
CC(C)CC(c1nnnn1Cc1cccs1)N1CCN(c2nc3ccccc3s2)CC1 (stereo unspecified) | 7 | 3.4 | 11 | 10 | 26 | 2 | -3 | 17 | 10
Cc1ccc2nnc(Cl)n2n1 | 2 | -1.9 | -6 | 4 | 3 | 12 | -3 | 17 | -3
CCN(CC)S(=O)(=O)c1ccc(OC)c(NC(=O)CSc2cc(C)ccc2C)c1 | -3 | 0.0 | -7 | 16 | -4 | -6 | -2 | 14 | -5
O=C1CC(C2CCCO2)C(=O)N1Cc1ccccc1 (stereo unspecified) | -3 | 0.5 | 5 | 7 | -5 | 9 | -4 | 13 | 2
CC(C)c1cccc(C(C)C)c1NC(=O)COC(=O)c1ccc(OCC(=O)Nc2cccc(C(F)(F)F)c2)cc1 | -14 | 2.1 | 0 | 3 | 7 | -10 | -1 | 33 | 6
O=C(COc1ccccc1)Nc1ccc(S(=O)(=O)Nc2ccccn2)cc1 | 5 | 2.1 | 0 | 7 | -6 | -8 | 3 | 1 | -12
